FXIa inh = inhibitors of human coagulation factor XIa. inhibition, % at 5 µM. 0.14% of 220,000 active. P03951. purified FXIa, Boc-Glu-Ala-Arg-AMC fluorogenic substrate;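 active = inhibition of at least 40%; inactive = inhibition below 40%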;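 note: fluorescence of freed AMC excited at 355 nm; 0% = enzyme without compound and 100% = no enzyme blank; many of its hits are not listed in these tables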
Target sequence (P03951 19-387 limits assumed): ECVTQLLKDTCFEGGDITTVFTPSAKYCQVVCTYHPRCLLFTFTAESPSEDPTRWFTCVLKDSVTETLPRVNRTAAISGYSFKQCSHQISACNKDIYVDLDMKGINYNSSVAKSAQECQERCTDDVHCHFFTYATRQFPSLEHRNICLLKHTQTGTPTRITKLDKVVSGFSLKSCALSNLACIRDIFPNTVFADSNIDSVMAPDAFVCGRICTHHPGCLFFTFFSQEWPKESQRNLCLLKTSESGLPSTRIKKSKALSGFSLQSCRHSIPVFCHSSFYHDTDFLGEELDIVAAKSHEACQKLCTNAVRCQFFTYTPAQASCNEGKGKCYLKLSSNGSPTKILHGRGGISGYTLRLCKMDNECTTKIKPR
Target sequence (P03951 388-625 limits assumed): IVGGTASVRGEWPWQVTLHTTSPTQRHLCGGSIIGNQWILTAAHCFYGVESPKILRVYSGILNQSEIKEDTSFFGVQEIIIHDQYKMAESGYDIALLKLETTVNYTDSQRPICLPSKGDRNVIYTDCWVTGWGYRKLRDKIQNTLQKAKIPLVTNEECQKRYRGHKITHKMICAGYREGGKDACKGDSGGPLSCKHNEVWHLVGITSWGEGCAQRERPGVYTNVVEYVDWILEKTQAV
Runt-SMMHC FRET = inhibitors of human RUNX1 Runt domain binding to CBFb-SMMHC. inhibition, % at 20 µM. Cerulean-Runt/Venus-CBFb-SMMHC FRET ratio 530/480, 1 h. 0.74% of 220,000 active. AID 1434;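 active = mean inhibition across duplicate retests at 20 µM reaching about 50%, limit read from the data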;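 note: 0% = DMSO wells and 100% = wells with excess untagged CBFb-SMMHC; inhibitors lower the FRET ratio by blocking Runt binding to CBFb-SMMHC; some results filed as inactive read as strong as hits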
Wee1 stabilizer = blocks degradation of human Wee1 kinase | P30291 | HeLa Luc-Wee1K328M stability, luciferase luminescence; 100% = proteasome inhibitor MG132 effect | reporter increase, % at 5 µM | 1.2% of 220,000 active;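 active = activation above the mean of all tested compounds plus 3 SD, set per screening run, cut at about 8.8% in these data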;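 note: cells exposed to compound for 20 h before luminescence read; 0% = DMSO alone and 100% = MG132 at 30 µM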
Hck-Nef inh = inhibitors of human Hck kinase activated by Nef | P08631 | Recombinant Hck-YEEI plus Nef, Z-Lyte FRET kinase assay | inhibition, % at 20 µM | 0.68% of 220,000 active;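 active = Hck-Nef kinase inhibition above about 50%, limit read from the data; inactive = inhibition below that limit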;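 note: 0% = DMSO with Hck plus Nef and 100% = Hck alone without Nef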
Runt-CBFb FRET = inhibitors of human RUNX1 Runt domain binding to CBFb; 0.46% of 220,000 active; Cerulean-Runt/Venus-CBFb FRET ratio 530/480, 1 h; AID 1496; inhibition, % at 20 µM;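 active = inhibition over about 50% at 20 µM in the single-dose screen, limit read from the data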;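 note: 0% = DMSO wells and 100% = excess unlabeled CBFb competitor control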
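System: Cerulean-labeled Runt domain protein | Quantity: 100 nM of each labeled protein | Schedule: 1 h compound exposure, room temperature | Detection: Fluorescence energy transfer, 422 nm excitation, 530/480 nm emission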
KLK5 inh = inhibitors of human kallikrein 5; 0.59% of 210,000 active; inhibition, % at 5 µM; recombinant hK5, fluorogenic AMC substrate cleavage; Q9Y337;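 active = inhibition of 40% or more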;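 note: 0% = enzyme controls without compound and 100% = no-enzyme blanks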
Thrombin inh = blocks human thrombin protease activity | inhibition, % at 5 µM | 0.26% of 220,000 active | alpha-thrombin, Boc-VPR-AMC fluorogenic substrate cleavage | P00734;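 active = inhibition at or above 40%; inactive = inhibition below 40%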;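 note: 0% = enzyme with no compound and 100% = wells without enzyme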
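Test system: human alpha-thrombin; medium: pH 7.5 Tris-saline with Tween 20; times: reaction at room temperature; signal: AMC fluorescence at 355 nm excitation and 460 nm emission; also added: Boc-VPR-AMC substrate, 15 µM final; dosing: one concentration per compound, 5 µM, with 0.2% DMSO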
14-3-3 Bad PPI = disrupts binding of bovine 14-3-3 zeta to phospho-Bad peptide; AID 781; P63103; inhibition, % at 21.7 µM; TR-FRET 14-3-3zeta/Dy647-pBad peptide displacement, 1 h; 0.71% of 220,000 active;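 active = inhibition above about 70%, limit read from the data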;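 note: 0% = full 14-3-3 plus peptide FRET controls and 100% = background without 14-3-3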
Target sequence (P63103 whole entry, looked up): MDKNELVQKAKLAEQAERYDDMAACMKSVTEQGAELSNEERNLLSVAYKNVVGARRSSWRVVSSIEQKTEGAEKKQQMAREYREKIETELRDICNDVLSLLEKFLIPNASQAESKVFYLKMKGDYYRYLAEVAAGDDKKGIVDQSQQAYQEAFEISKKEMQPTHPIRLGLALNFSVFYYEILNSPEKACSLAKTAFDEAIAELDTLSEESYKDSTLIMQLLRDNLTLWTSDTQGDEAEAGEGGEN
FXIIa inh 1536 = inhibitors of human coagulation factor XIIa | inhibition, % at 5 µM | purified FXIIa, Boc-QGR-AMC fluorogenic substrate, 2 h | P00748 | 0.3% of 220,000 active; in the data active = inhibition above about 40%;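 note: 0% = enzyme with no compound and 100% = blank without enzyme; many of its hits are not listed in these tables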
An asterisk follows results filed as active; · = not tested or not shown; [ ] = dose if it differs, or a comment. The order is random, and some 4.2% of all compounds hit somewhere here.

Results follow in this order: FXIa inh	Runt-SMMHC FRET	Wee1 stabilizer	Hck-Nef inh	Runt-CBFb FRET	KLK5 inh	Thrombin inh	14-3-3 Bad PPI	FXIIa inh 1536
1	CC(CNC(=O)c1ccc(Br)o1)NC(=O)c1ccc(Br)o1 (centres undefined)
→ -4	-1	1	1	1	-2	-5	-3	6
2	COc1ccc(/C=C\c2onc(C)c2S(=O)(=O)N2CCC(C(=O)NCc3ccco3)CC2)cc1
→ 0	-2	-2	-22	-4	2	1	-4	8
3	O=C(Nc1ccccc1C(=O)NC(Cc1ccccc1)C(=O)O)c1ccccc1 (centres undefined)
→ -2	-2	-1	7	0	-10	5	-8	3
4	CCOC(=O)c1c(NC(=O)c2c(Br)cnn2CC)sc(C)c1C
→ 2	-10	5	11	-3	-4	2	1	14
5	Cc1nc2ccccc2cc1C(=O)N/N=C/c1ccccc1[N+](=O)[O-]
→ -1	4	2	6	0	-12	-2	-7	5
6	Cc1ccc(Oc2nc(C(F)(F)F)nc3ccccc23)cc1
→ 2	-2	-1	0	-2	-5	0	-23	-1
7	CC(C)(C)N1CC(OC(N)=O)C1
→ 2	-2	-2	14	-2	1	4	0	13
8	CCCNC(=O)CN(Cc1ccccc1F)S(=O)(=O)c1ccc(C)cc1
→ -21	0	-2	2	-1	8	2	4	9
9	CCc1ccc(/C=C2\SC(N3CCCC3)=NC2=O)cc1
→ 7	-4	-1	-11	-2	16	8	23	12
10	Cc1ccc(-c2nc3c(c(=O)[nH]c(=O)n3Cc3ccccc3)n2C)s1
→ -11	-15	3	58*	-5	4	-6	53	-2
11	CC(C)CC(C(=O)NC(C)(C)C)N(CC1CCCO1)C(=O)c1snc(C(N)=O)c1N (centres undefined)
→ -2	·	-2	21	·	5	2	-1	14
12	N#C/C(C(=O)NCc1ccccc1)=C1\SC(CCO)C(=O)N1c1ccccc1 (centres undefined)
→ 2	-10	0	0	·	-2	-2	2	15
13	CCn1c(CSCc2ccc(F)cc2)nnc1SCC(=O)N1CCN(c2ccccc2)CC1
→ 6	-4	2	11	-4	-13	-1	-15	4
14	CC(CN1CCOCC1)OC(=O)COc1ccc(F)cc1 (centres undefined)
→ 16	-2	-2	2	1	-2	1	23[fluorescence artefact?]	27
15	O=C(O)CCCNS(=O)(=O)Cc1ccccc1
→ 4	0	-2	-1	1	2	10	0	22
16	COc1ccc(N(C(=O)CNC(=O)c2cccs2)C(C(=O)NC2CCCC2)c2cccnc2)cc1 (centres undefined)
→ -2	2	0	20	2	0	-8	-1	8
17	O=C(COC(=O)c1cccc(O)c1)NCc1ccc2c(c1)OCO2
→ -2	-3	-2	15	0	1	-1	-5	4
18	CC(C)NC(=O)[C@@H]1C[C@@]1(C)[C@@H](NC(=O)OCc1ccccc1)c1ccccc1
→ -3	6	4	-4	-2	-1	-1	2[fluorescence artefact?]	6
19	COCCN1C=C(C(=O)OC)C(c2cc3c(cc2Br)OCO3)C(C(=O)OC)=C1
→ 0	24	-1	5	-2	-6	-1	-14	11
20	C=CCc1ccccc1OCC(O)CNC (centres undefined)
→ -9	-3	-2	2	0	-25	-3	1	5

Single records, from the list above. Values in the order: FXIa inh	Runt-SMMHC FRET	Wee1 stabilizer	Hck-Nef inh	Runt-CBFb FRET	KLK5 inh	Thrombin inh	14-3-3 Bad PPI	FXIIa inh 1536
CCCNC(=O)CN(Cc1ccccc1F)S(=O)(=O)c1ccc(C)cc1 in the list: -21	0	-2	2	-1	8	2	4	9
CC(C)(C)N1CC(OC(N)=O)C1 in the list: 2	-2	-2	14	-2	1	4	0	13
C=CCc1ccccc1OCC(O)CNC (centres undefined) in the list: -9	-3	-2	2	0	-25	-3	1	5
COc1ccc(/C=C\c2onc(C)c2S(=O)(=O)N2CCC(C(=O)NCc3ccco3)CC2)cc1 in the list: 0	-2	-2	-22	-4	2	1	-4	8
O=C(COC(=O)c1cccc(O)c1)NCc1ccc2c(c1)OCO2 in the list: -2	-3	-2	15	0	1	-1	-5	4

(next part)
Results follow in this order: FXIa inh	Runt-SMMHC FRET	Wee1 stabilizer	Hck-Nef inh	Runt-CBFb FRET	KLK5 inh	Thrombin inh	14-3-3 Bad PPI	FXIIa inh 1536
21	CCOC(=O)C1=C(C)NC(=O)NC1c1c(OCC(=O)N2CCCCC2)ccc2ccccc12 (centres undefined)
→ 6	0	1	1	-2	-7	3	4	13
22	CCOC(=O)N1CCN(C(=O)CCC(=O)N2CCOc3ccc(C)cc32)CC1
→ -14	3	2	1	-3	-7	-3	·	-13
23	CS(=O)(=O)N(CC(=O)NCc1ccco1)c1cccc([N+](=O)[O-])c1
→ -2	-2	2	4	3	0	1	-3	11
24	Cn1c(=O)c2c(nc(SCC(=O)NCC3CCCO3)n2Cc2ccc(F)cc2)n(C)c1=O (centres undefined)
→ -6	11	0	28	24	-3	4	-7	6
25	Cc1ccc(S(=O)(=O)N(C)Cc2ccc(-c3nnco3)cc2)cc1
→ -1	-6	2	2	-1	-9	6	0	8
26	Cc1ccc(NC(=S)N=Nc2c(O)n(C)c3ccc(S(=O)(=O)N4CCOCC4)cc23)cc1
→ -7	-3	-2	5	-3	-28	-5	-10	7
27	CC(=O)N(CCCN(C)C)Cc1ccccn1
→ -2	3	6	-3	1	-3	-4	-14	2
28	N/C(=N\OC(=O)c1ccc(Cl)c(Cl)c1)c1cccnc1
→ -16	-7	0	7	-2	-17	-5	10[fluorescence artefact?]	-13
29	CCCCC(CC)C(=O)NCCCN1CCN(CCCNC(=O)C(CC)CCCC)CC1 (centres undefined)
→ -10	-5	-1	-4	-3	-28	-5	-5	5
30	CC1Cc2ccccc2N1C(=O)CSc1nnnn1C1CCCC1 (centres undefined)
→ 2	-10	3	2	-5	-4	2	9	11
31	O=C1CN(C(=O)COC(=O)c2ccccc2O)c2ccccc2N1
→ 0	1	-3	20	0	1	-8	-6	5
32	CC1(C)C2CCC1(C)C(OC(=O)CSc1nc(N)cc(=O)[nH]1)C2 (centres undefined)
→ 1	4	5	-1	-1	10	3	3	17
33	O=C(CCn1c(=O)[nH]c2ccsc2c1=O)Nc1ccc(F)c(F)c1
→ -5	0	-4	0	-1	-1	4	0[fluorescence artefact?]	0
34	CCOC(=O)c1c(C)[nH]c(C2=NNC(=NC(C)COC)SC2)c1C (centres undefined)
→ 3	-8	-1	27	0	5	-2	6	13
35	C=CCc1cccc2cc(C(=O)Nc3ccc(F)cc3)c(=O)oc12
→ -2	0	1	7	0	-8	-4	-14	6
36	O=C(OC(C(=O)NC1CCCC1)c1ccccn1)c1cccs1 (centres undefined)
→ -5	3	3	1	0	4	-3	-9	3
37	COc1ccc(N2C(N)=C(C#N)C(c3ccsc3)C3=C2CCCC3=O)c(OC)c1 (centres undefined)
→ 19	-1	2	6	3	-9	-1	9	23
38	COc1ccc(OC)c(NC(=O)COC(=O)c2cc3c(s2)CCC3)c1
→ -4	-6	2	37	0	-28	-5	43	4
39	CCC(C)(C)n1nnnc1CN(Cc1ccc(Cl)cc1)Cc1ccco1
→ 1	4	0	1	-2	4	1	-11	-5
40	O=C(Cn1nnc(N2CCCCC2)n1)c1ccc(Cl)c(Cl)c1
→ 2	-2	5	0	0	-2	-1	9	11
41	COc1cc(OC)cc(C(=O)Nc2ccccc2N2CCOCC2)c1
→ 4	-1	1	3	0	1	-1	6	8
42	CCN(CC)S(=O)(=O)c1cc(C(=O)NC2=NCCS2)ccc1Cl
→ 14	1	3	1	2	-3	5	-7[fluorescence artefact?]	26
43	S=c1nc(-c2ccccc2)oc2c1CCCC2
→ 2	30	3	0	·	4	0	-4	14
44	c1ccc(-c2nnc3n2NC(c2ccc4c(c2)OCO4)S3)cc1 (centres undefined)
→ -2	17	2	30	1	5	2	-19[fluorescence artefact?]	-8
45	O=C(CCn1c(=O)oc2ccccc21)N(Cc1ccccc1)c1ccccn1
→ 0	·	-2	16	·	-7	0	7	9
46	Cc1ccccc1Cn1c(Cc2ccccc2)nc2ccccc21
→ -5	-2	0	-1	-3	-7	2	-4	9
47	O=C(c1cc2nc(-c3ccccc3)cc(-c3ccccc3)n2n1)N1CCN(C(=O)c2ccco2)CC1
→ -10	-6	-2	3	-3	-19	-4	41	-2
48	CCOC(=O)c1c(NC(=O)C[n+]2ccccc2)sc2c1CCCC2
→ -2	-2	-1	22	0	-2	-2	-19	8
49	Cn1c(SCc2c(F)cccc2Cl)nnc1-c1cnccn1
→ -7	-1	2	10	-1	7	20	-24	0
50	COc1cc2c(cc1OC)C(C)N(C(=O)c1cc3c(=O)oc4ccc(C)cc4c3s1)CC2 (centres undefined)
→ -3	-4	-2	2	-6	-8	-2	9[fluorescence artefact?]	4
51	Cc1ccc(-c2csc(NC(=O)C3=NN(c4ccccc4)C(=O)CC3)n2)cc1
→ 6	-5	0	0	-10	-11	-3	-12[fluorescence artefact?]	17
52	CC(=O)N1CCN(C(=S)Nc2cc(S(=O)(=O)N3CCOCC3)ccc2Cl)CC1
→ -3	3	-3	18	1	-3	·	0	5
53	Cn1c(CC(=O)NC(C)(C)CO)c(Sc2ccccc2)c2ccccc21
→ -12	-3	-2	3	-5	5	-5	-9[fluorescence artefact?]	5
54	CCOc1cc(S(=O)(=O)N2CCCCCC2)ccc1F
→ 1	1	-3	0	1	-8	0	-10	12
55	O=C(Nc1nc2ccccc2s1)c1ccc(Cl)s1
→ 1	2	7	3	0	-4	-3	2	14
56	CCOc1cc(/C=N/NC(=O)c2nn(C)cc2Br)ccc1OCc1ccccc1Cl
→ 5	2	0	0	-5	-13	-5	9[fluorescence artefact?]	12

Screens: PubChem, several laboratories
